MRP resist rev = reversal of MRP1-mediated doxorubicin resistance, primary screen, H69AR cells, doxorubicin co-treatment | AID 602, 2007 | H69AR cells + 2 uM doxorubicin, CellTiter-Glo, 72 h | differential viability (reversal), % at 10 µM | 85,000 compounds, 0.04% hits;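 active = viability drop by adding the cancer drug above about 55%, with treated viability meeting a 40% cutoff, limit read from the data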;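 note: viability without doxorubicin minus viability with 2 µM doxorubicin for each compound; larger differential means the compound sensitizes cells more to doxorubicin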
IL1B NFkB inh = inhibitors of IL-1B driven NFkB p65 nuclear import, primary screen, imaging, HUVEC, IL-1B stimulus, high-content imaging | HUVEC IL-1B NFkB p65 nuclear translocation imaging | inhibition, % at 2 µM | 94,000 compounds, 0.43% hits | AID 796, 2007;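 active = inhibition above about 30% together with a positive call from visual inspection of the well image, limit read from the data; inconclusive = inhibition above a set limit but visual check negative; inactive = inhibition not above a set limit, visual check negative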;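 note: nuclear over cytoplasmic p65 intensity ratio measured by imaging; 0% = IL-1B stimulated DMSO wells and 100% = unstimulated DMSO wells; values of inactives mirror those of a sister screen read the other way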
Bcl-B displacement = displacers of TR3 peptide from Bcl-B, primary screen, selectivity assay for Bfl-1 inhibitor project, biochemical, fluorescence polarization | FP displacement of FITC-TR3 peptide from Bcl-B; higher % means a stronger effect | Bcl-2-like protein 10 (Homo sapiens) | one-dose displacement, % at 20 µM; IC50 in µM for titrated hits | AID 748, 2007 | 96,000 compounds, 0.11% hits;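 active = displacement above 50% at 20 µM plus a fluorescence interference ratio under 1.5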;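 note: plate controls were wells without compound for no effect and wells lacking Bcl-B protein for full effect; a part of the inactive calls stands beside numbers as strong as those of hits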
IL1B NFkB pot = enhancers of NFkB p65 translocation in HUVEC – imaging, IL-1B stimulus, high-content imaging, primary screen; 94,000 compounds, 0.3% hits; AID 819, 2007; activation, % at 2 µM; HUVEC IL-1B NFkB p65 nuclear translocation imaging;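 active = activation above 40%, about the mean plus 3 SD, also judged a hit on visual image review; inconclusive = activation above 40% but not a hit on visual review; inactive = activation not above 40% and no visual hit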;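 note: percent activation is computed from the nuclear over cytoplasmic p65 intensity ratio; values of inactives mirror those of a sister screen read the other way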
PLAP inhibition = PLAP enzyme inhibitors, biochemical, luminescence, HTS (AID 690) | inhibition, % at 20 µM; hits with a dose series show IC50 in µM | Alkaline phosphatase, placental type (Homo sapiens) | purified PLAP, luminescent substrate; higher % means a stronger effect | 96,000 compounds, 0.08% hits; in the data active = a potency from the dose series; inactive = the rest, 99 in 100 with inhibition below about 30%; note: strong numbers were not always called active
MRP resist rev cytotoxicity = also measured in MRP resist rev; calls as there; viability, %; H69AR cells, CellTiter-Glo, 72 h; measured here: cytotoxicity without doxorubicin
MRP resist rev with doxorubicin = second read-out of MRP resist rev, no call of its own (marks repeat the call); viability, %; measured here: viability with 2 uM doxorubicin; active compounds read low
IL1B NFkB inh cell count 2 µM = second read-out of IL1B NFkB inh, no call of its own (marks repeat the call); cell count; measured here: cells passing quality filter;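 raw number of nuclei counted in each imaged well without normalization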
IL1B NFkB pot cell count 2 µM = also measured in IL1B NFkB pot; calls as there; cell count; measured here: cells passing quality filter
Active calls of the source: *; ? = inconclusive; · = not tested or not shown. An excerpt (hit frequency here may not be typical).

molecule	MRP resist rev	MRP resist rev cytotoxicity	MRP resist rev with doxorubicin	IL1B NFkB inh	IL1B NFkB inh cell count 2 µM	Bcl-B displacement	IL1B NFkB pot	IL1B NFkB pot cell count 2 µM	PLAP inhibition
COc1ccccc1N1CCN(C(=O)CCc2ccc(S(=O)(=O)NC(C)C)cc2)CC1	-14	75	89	4	131	-3%	-4	131	-78%
COc1cccc(C(C(=O)NC2CCCCC2)N(C(=O)c2ccco2)c2ccc(-n3cnnn3)c(C)c2)c1 (configuration not stated)	-21	64	85	-3	106	·	3	106	·
CCC(=O)Nc1ccnc(-c2cccnc2)n1	·	·	·	-1	147	1%	1	147	14%
COc1ccccc1C(=O)Nc1ccccc1N1CCOCC1	3	83	80	-3	139	-4%	3	139	-6%
Cc1cc(C)c(S(=O)(=O)c2ccccc2C)c(SCC(C)C)n1	·	·	·	2	146	-2%	-3	146	21%
COc1ccccc1N1CCN(C(=O)c2cc3c(-c4ccc(Cl)cc4)nn(C)c3s2)CC1	6	79	73	11	139	-34%	-11	139	-46%
Cn1c(=O)oc2cc(S(=O)(=O)N3CCCC(C(=O)NCc4ccc5c(c4)OCO5)C3)ccc21 (configuration not stated)	7	78	71	-27	166	-4%	27	166	6%
CC(c1ccccc1)n1cnc2ccccc21 (configuration not stated)	9	100	92	·	·	-10%	·	·	22%
CC(C)Oc1cccc(C(=O)Nc2ccc(CN3CCOCC3)cc2)c1	9	100	91	-7	146	-2%	7	146	-40%
O=C(Nc1cccnc1)c1noc2c1CCCCC2	10	99	89	-1	143	2%	1	143	8%
COc1ccc(CCN2C(=O)C3CC=C(C)CC3C2=O)cc1OC (configuration not stated)	11	93	82	-5	110	·	5	110	·
CCOc1cc(N2CCOCC2)c(OCC)cc1NC(=O)COC(=O)c1cc(C)oc1C	-7	38	45	4	184	-12%	-3	184	-8%
COc1ccccc1NC(=O)CSc1nnc(Cn2nnc(-c3ccccc3)n2)n1-c1ccccc1	-30	58	88	5	180	1%	-5	180	11%
CCCN(CCC)C(C(=O)Nc1cccc(OC)c1)c1ccccc1 (configuration not stated)	0	68	68	5	102	-12%	-5	102	-43%
CCN(CC)c1ccc2cc(C(=O)O)c(=O)oc2c1	15	103	89	-4	66	0%	4	66	8%
Clc1ccc(NCc2nncn2-c2ccccc2)cc1	6	91	86	-8	100	6%	7	100	25%
COc1cc2c(cc1NC(C)=O)CCCC2	7	101	94	-33	53	6%	33	53	14%
CCCC1C(c2ccccc2)C(C#N)(C#N)C2(C#N)CC1(N)NC2=O (configuration not stated)	1	100	98	5	174	13%	-5	174	-9%
CC1CCN(c2nc3ccccc3nc2C(C#N)C(=O)OC2CCCCC2)CC1 (configuration not stated)	-4	83	87	97*	13*	-52%	-97	13	-5%
O=C(Nc1nc2ccccc2n1CCOc1ccc(Cl)cc1)c1ccco1	-26	53	79	0	188	4%	0	188	-15%

Part of the list above with just IL1B NFkB inh cell count 2 µM, PLAP inhibition and MRP resist rev.
Molecule | IL1B NFkB inh cell count 2 µM | PLAP inhibition | MRP resist rev
CCN(CC)c1ccc2cc(C(=O)O)c(=O)oc2c1 | 66 | 8% | 15
Clc1ccc(NCc2nncn2-c2ccccc2)cc1 | 100 | 25% | 6

The list continues.
molecule	MRP resist rev	MRP resist rev cytotoxicity	MRP resist rev with doxorubicin	IL1B NFkB inh	IL1B NFkB inh cell count 2 µM	Bcl-B displacement	IL1B NFkB pot	IL1B NFkB pot cell count 2 µM	PLAP inhibition
CC(=O)c1cccc(NC(=O)CN(c2ccccc2F)S(C)(=O)=O)c1	9	86	77	-2	60	13%	2	60	-8%
Cc1ccc(C2CN(C)C3(C(=O)Nc4ccccc43)C23COc2ccccc2C3=O)cc1 (configuration not stated)	·	·	·	-4	92	5%	4	92	-48%
Cc1cccc(OC(=O)CN2C(=O)C3C4CCC(C4)C3C2=O)c1C (configuration not stated)	·	·	·	-11	186	-10%	11	186	8%
O=C(CSc1nnc2scc(-c3ccccc3)n12)NCc1ccc2c(c1)OCO2	-6	73	79	-3	137	-10%	3	137	11%
Cc1cc(C(F)(F)F)nc(SCC(=O)c2cccc([N+](=O)[O-])c2)n1	·	·	·	1	184	7%	-1	184	17%
CC1=CC2=C(OC1N(C)C)c1cccc3cccc(c13)C2=O (configuration not stated)	1	74	73	-11	135	40%	11	135	18%
Fc1ccccc1Cn1nnc2c(-n3ccnc3)ncnc21	21	90	69	·	·	-2%	·	·	9%
Cc1cc(Cl)ccc1OCC(=O)NCCC(=O)O	7	97	89	2	97	7%	-2	97	5%
COc1ccc(CCNC(=O)CNS(=O)(=O)c2cccs2)cc1OC	4	101	97	·	·	-40%	·	·	-6%
CCOC(=O)CSC1=NC(=O)/C(=C\c2ccc(Cl)cc2)S1	·	·	·	6	112	-108%	-6	112	-4%
O=C(NCc1ccccn1)C(C(=O)c1ccc(F)cc1)n1ccccc1=O (configuration not stated)	14	107	93	-17	144	-2%	17	144	5%
O=C(CN1CCOCC1)Nc1ccc(-c2nc3ccccc3[nH]2)cc1	·	·	·	-20	171	3%	20	171	-1%
COC(=O)c1ccc(NC(=O)CN(c2ccc(OC)cc2)S(C)(=O)=O)cc1	10	85	75	4	157	-1%	-4	157	4%
CCOC(=O)Cc1csc(NC(=O)CCc2ccc(S(=O)(=O)N3CCOCC3)cc2)n1	12	90	78	-6	103	0%	6	103	-36%
Cc1ccc(-n2c(C)nc3c(cnn3-c3ccc(F)cc3)c2=O)cc1	4	95	90	6	159	-2%	-6	159	13%
CC(C)CNC(=O)c1ccc(Cl)c(Cl)c1	13	104	91	-20	145	-1%	20	145	-1%
Cc1ccnc(SCC(=O)Nc2sc3c(c2C#N)CCCC3)n1	2	90	88	0	79	13%	0	79	1%
CCCCOc1ccc(/C(O)=C2/C(=O)C(=O)N(CCCOC)C2c2ccncc2)cc1C (configuration not stated)	-8	101	109	-11	130	16%	11	130	-22%
CCOC(=O)CSc1nc(C)c2cc(OC)ccc2n1	2	93	92	-4	100	-6%	4	100	11%
CC1=NN(C(=O)c2ccc(Br)cc2)C(O)(C(F)(F)OC(F)(F)F)C1 (configuration not stated)	·	·	·	·	·	3%	·	·	4%
CN(C)CCOc1ncnc2c1oc1ccccc12	-5	87	92	4	101	4%	-4	101	13%
Cc1nc2c(oc3ccccc32)c(=O)o1	7	94	87	3	150	7%	-3	150	-17%
Cc1ccc(C(=O)O/N=C\c2ccc(N3CCOCC3)c([N+](=O)[O-])c2)cc1	·	·	·	-1	151	0%	1	151	-11%
CC1CCN(c2c(NCc3ccc(C(=O)N4c5ccccc5CC4C)cc3)c(=O)c2=O)CC1 (configuration not stated)	-26	34	60	17	49	·	-17	49	·
COC(=O)c1sc2nc(CSc3nc4ccc(C)cc4[nH]3)[nH]c(=O)c2c1C	-12	72	84	-17	179	-192%	17	179	-101%
Cn1ncc(Br)c1C(=O)N/N=C/c1ccc(OS(=O)(=O)c2ccccc2)cc1	-1	81	82	0	182	·	0	182	·
O=C(O)CNS(=O)(=O)c1ccc(Br)s1	-6	89	95	·	·	-3%	·	·	-65%
CCOC(=O)c1sc(-n2[nH]c(C)cc2=O)nc1C	·	·	·	5	52	-6%	-5	52	6%
O=C1CCCCCCC1Sc1ccccc1[N+](=O)[O-] (configuration not stated)	·	·	·	-23	174	8%	23	174	2%
CCOC(=O)Nc1ccc(C)cc1NC(=O)OCC	8	100	92	11	167	5%	-11	167	3%
CC(C)n1cnc2cc(NCc3ccco3)ccc21	-2	95	97	-6	147	25%	6	147	-18%
[O-][n+]1onc2c3cc(-c4ccccc4)nnc3ccc21	-4	17	21	18	127	-4%	-18	127	-5%
CCCCCCc1ccc(-c2ncc(N)cn2)cc1	-14	65	79	0	158	-14%	0	158	-26%
CC(=O)NCc1nc2ccccc2n1Cc1ccccc1F	9	94	86	-25	153	-2%	25	153	-21%
O=C1c2oc3ccccc3c(=O)c2C(c2ccccn2)N1Cc1ccccc1 (configuration not stated)	-3	91	94	5	153	2%	-5	153	9%
O=C(Nc1nnc(-c2ccccc2Cl)o1)c1nc2ccccc2s1	-13	28	41	-14	195	3%	14	195	-60%
CCOC(=O)c1cc(C#N)c(SC)nc1-c1ccccc1	·	·	·	9	108	2%	-9	108	-31%
CCOC(=O)c1ccc(Cn2c(-c3ccccc3)nnc2-c2ccccc2)o1	-34	33	67	-5	101	-1%	5	101	-41%
COc1ccc(NC(C)=O)cc1NC(=O)CN1CCN(C(=O)c2ccco2)CC1	·	·	·	2	103	0%	-2	103	15%
CCC(C(=O)NC1CCCC1)N(Cc1ccc2c(c1)OCO2)C(=O)c1snc(C(N)=O)c1N (configuration not stated)	-31	43	74	1	150	7%	-1	150	13%
CSc1nc2ccccc2n1CC(=O)Nc1c(C)cccc1C	3	75	72	-4	106	·	4	106	·
CCOC(=O)C1C(=O)CC(C)(O)C(C(=O)OCC)C1c1ccccc1 (configuration not stated)	-2	84	86	10	78	·	-10	78	·
O=C1CC(Nc2ccc(N3CCOCC3)cc2)C(=O)N1CCc1ccccc1 (configuration not stated)	·	·	·	-8	163	12%	8	163	-6%
O=C(Nc1nnc(-c2ccccc2F)s1)C1CCCO1 (configuration not stated)	10	107	97	-42	135	·	?	·	·
COc1ccc(-c2ccc(/C=C3\C(=O)N(c4ccccc4)N=C3c3ccccc3)o2)c([N+](=O)[O-])c1	·	·	·	6	146	-18%	-5	146	45%
O=C(CSc1nc(-c2ccccc2)cs1)N1CCc2ccccc21	·	·	·	6	101	-2%	-6	101	-2%
Cc1cccc(C)c1NC(=O)/C(=C/c1ccco1)c1ccccc1	13	96	84	21	129	-15%	-21	129	-10%
O=c1ccn(Cc2ccccc2)c(=O)n1Cc1ccccc1	8	95	88	-22	129	-5%	22	129	22%
C=CCn1c(=NC(=O)C2CC2)sc2cc(NC(C)=O)ccc21	1	87	86	4	138	-16%	-4	138	12%
COc1ccc(/C=N/n2c(=O)[nH]c3c([nH]c4ccc(Br)cc43)c2=O)cc1CN1CCOCC1	·	·	·	-15	161	-17%	15	161	-8%

Exported with values under each structure: 2 of the compounds above.
Every second line gives: MRP resist rev | MRP resist rev cytotoxicity | MRP resist rev with doxorubicin | IL1B NFkB inh | IL1B NFkB inh cell count 2 µM | Bcl-B displacement | IL1B NFkB pot | IL1B NFkB pot cell count 2 µM | PLAP inhibition
O=C1CC(Nc2ccc(N3CCOCC3)cc2)C(=O)N1CCc1ccccc1 (configuration not stated)
 : · | · | · | -8 | 163 | 12% | 8 | 163 | -6%
O=C(Nc1nnc(-c2ccccc2F)s1)C1CCCO1 (configuration not stated)
 : 10 | 107 | 97 | -42 | 135 | · | ? | · | ·

(list continues)
molecule	MRP resist rev	MRP resist rev cytotoxicity	MRP resist rev with doxorubicin	IL1B NFkB inh	IL1B NFkB inh cell count 2 µM	Bcl-B displacement	IL1B NFkB pot	IL1B NFkB pot cell count 2 µM	PLAP inhibition
O=C(OCC(=O)c1c[nH]c2ccccc12)C1=COCCO1	9	91	83	-12	142	-6%	12	142	-36%
Cc1ccc(/C=N/NC(=O)CSCc2ccc(Cl)cc2)cc1	·	·	·	-5	124	-14%	5	124	12%
CCc1nc(SCC(=O)c2ccc3c(c2)OCCO3)c2ccccc2n1	·	·	·	3	131	-2%	-3	131	-23%
CC1CCN(c2ccccc2NC(=S)NC(=O)c2cccs2)CC1	·	·	·	-26	199	0%	26	199	-3%
CCN1C(=O)C(C(=O)Nc2ccc(OC)cc2)C2CC1(C)Oc1ccccc12 (configuration not stated)	-4	89	93	10	87	4%	-10	87	2%
CCOC(=O)c1ccc2[nH]c(C)c(C)c2c1	7	107	100	-6	116	·	6	116	·
